# Vif imaging: blocks HIV Vif function; HEK293T cells, Vif self-association by quenched fluorescence, imaging, 24 h; inhibition, % at 7.49 µM; 340,000 compounds, 0.35% hits; AID 602346; in the data active = inhibition above about 50%, passing the limit was not always enough; inconclusive = no clear call, values can overlap the other calls; inactive = below about 31%; also: some results filed as inactive read as strong as hits
# CaV13 FRET inh: Primary screen for inhibitors of IQ motif and Ca2+-dependent inactivation inhibitor domain binding in CACNA1D, Förster resonance energy transfer in living cells, …; HEK cells, CFP/YFP FRET ICDI-IQ, plate reader, 10 min; percent FRET-ratio fall versus neutral wells; inhibition, % at 12.3 µM; 340,000 compounds, 0.098% hits; AID 743397;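 active = mean replicate inhibition of at least 30% and at least 1% of replicates passing that level; inconclusive = only one of the two criteria is met; inactive = neither criterion is met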;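 also: 0% = median of the neutral control wells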
# MC4R ag barr: activates human MC4R beta-arrestin recruitment; P32245; U2OS MC4R beta-arrestin complementation, luminescence; percent of melanotan II response, DMSO zero; activation, % at 8.9 µM; 360,000 compounds, 0.98% hits;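 active = activation above a per-plate cutoff, the mean activation of sample wells on that plate plus 3 SD, cut at about 8% in these data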
# Target sequence (P32245 whole entry, looked up): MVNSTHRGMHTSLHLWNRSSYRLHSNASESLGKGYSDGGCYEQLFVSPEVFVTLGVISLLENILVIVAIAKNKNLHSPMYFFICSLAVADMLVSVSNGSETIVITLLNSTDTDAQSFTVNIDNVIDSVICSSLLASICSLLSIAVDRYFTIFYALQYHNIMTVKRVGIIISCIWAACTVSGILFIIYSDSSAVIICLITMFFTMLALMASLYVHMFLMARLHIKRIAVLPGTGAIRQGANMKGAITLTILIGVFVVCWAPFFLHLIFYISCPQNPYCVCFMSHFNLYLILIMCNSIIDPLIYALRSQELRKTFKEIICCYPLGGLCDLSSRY
# Glyco luc inh: N-linked glycosylation inhibition; D54 ERlucT glycosylation luciferase reporter, 24 h; percent of 100 nM tunicamycin response; AID 588692; 360,000 compounds, 0.23% hits; reporter increase, % at 12.5 µM;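 active = mean luciferase reporter signal, scaled so untreated is 0 and the glycosylation-blocking control 100, at or above a set limit in every replicate; inconclusive = mean reaches the limit but not every replicate does; inactive = mean below the limit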;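 also: luciferase carries N-glycosylation sites so blocking glycosylation raises the light; 0% = median of neutral control wells and 100% = median of 100 nM tunicamycin wells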
# MC4R antag cAMP: human MC4R antagonism in cAMP assay | P32245 | MC4R-expressing cells, MTII-stimulated cAMP, LANCE TR-FRET | inhibition, % at 6.5 µM | 360,000 compounds, 0.48% hits | AID 540295;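 active = inhibition above its plate's cutoff, the mean of tested wells on that plate plus 3 SD, cut at about 29% in these data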;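 also: 0% = Melanotan II alone and 100% = Melanotan II plus saturating MCL0020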
#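 material = U2OS cells stably expressing human melanocortin 4 receptor (MC4R) | also added = Melanotan II challenge | dosing = single nominal compound dose of 6.5 µM | detection = TR-FRET with Eu-cAMP and labeled anti-cAMP, 671 nm | replication = singlicate | timing = compound 30 min, challenge 1 h, detection 1 h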
# H9c2 protect: modulators protecting cardiomyocytes from myocardial damage. protection from H2O2 cell death, % at 20 µM. 360,000 compounds, 0.63% hits. H9c2 cardiomyocytes, H2O2 injury protection, ATPLite, 2 h;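 active = compounds giving at least 50% protection of heart cells from peroxide-induced death in the single-dose screen, raw or plate-pattern-corrected value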;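 also: 0% = DMSO wells with peroxide and 100% = DMSO wells without peroxide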
# ABCB6 inh 2: blocks the human ABCB6 transporter; 360,000 compounds, 0.19% hits; Q9NP58; AID 602162; fluorescence ratio to DMSO, % at 10 µM; K562-ABCB6 porphyrin accumulation, flow cytometry, 1 h; hits give low values;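 active = fluorescence ratio to DMSO below 75%, the collection mean minus 3 SD; inconclusive = too few cells collected in the well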;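 also: signal is porphyrin accumulated inside mitochondria; 100% equals median channel fluorescence of DMSO control wells; lower ratio means ABCB6 inhibition with less porphyrin fluorescence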
# m5-HT2A agonist: activates the mouse 5-HT2A serotonin receptor | CHO-K1 mHTR2A beta-arrestin complementation, luminescence; percent of 30 µM serotonin response | activation, % at 7.6 µM | 360,000 compounds, 0.66% hits;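 active = activation above a run cutoff, the mean activation of all tested compounds plus 3 SD, cut at about 14% in these data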;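 also: 0% = plate median of compound wells and 100% = 30 µM serotonin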
# Target sequence (P35363 whole entry, looked up): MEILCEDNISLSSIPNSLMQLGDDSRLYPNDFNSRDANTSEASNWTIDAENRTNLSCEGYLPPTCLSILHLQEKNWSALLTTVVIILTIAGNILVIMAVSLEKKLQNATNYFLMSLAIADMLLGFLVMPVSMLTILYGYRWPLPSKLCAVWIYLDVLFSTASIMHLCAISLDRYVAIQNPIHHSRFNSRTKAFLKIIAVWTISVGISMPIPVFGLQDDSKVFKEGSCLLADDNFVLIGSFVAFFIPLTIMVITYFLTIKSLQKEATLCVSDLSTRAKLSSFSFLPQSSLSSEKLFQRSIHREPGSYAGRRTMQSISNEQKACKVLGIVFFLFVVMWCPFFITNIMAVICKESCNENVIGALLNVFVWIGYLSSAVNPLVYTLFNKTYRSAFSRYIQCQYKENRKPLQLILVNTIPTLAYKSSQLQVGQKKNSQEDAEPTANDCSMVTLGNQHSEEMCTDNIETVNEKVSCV
# PDI turbidity: inhibitors of human protein disulfide isomerase; P07237; PDI insulin aggregation turbidity, A650, 90 min; inhibition, % at 10 µM; 350,000 compounds, 0.052% hits;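 active = mean inhibition across replicates of 30% or more, whatever share of single replicates reach that level; inconclusive = mean inhibition below 30% while every single replicate reaches 30%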;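 also: absorbance from insulin aggregation driven by PDI reduction with DTT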
# aDG glyco act: increases alpha dystroglycan glycosylation. AID 624168. 360,000 compounds, 0.22% hits. Pro5-aDG cells, alpha-DG glycosylation AlphaScreen (IIH6); 0% Pro5, 100% B10-LARGE cell signal. activation, % at 10 µM;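 active = activation of at least 8% versus controls, or a plate z-score of at least 8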;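 also: Pro5 are CHO cells carrying HIG-tagged alpha-DG that lacks glycosylation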
# The depositor's hits bear a star; ? = inconclusive; . = no result given; & = joins results of further samples.
# Results follow in this order: MC4R antag cAMP	MC4R ag barr	Vif imaging	H9c2 protect	CaV13 FRET inh	ABCB6 inh 2	PDI turbidity	Glyco luc inh	m5-HT2A agonist	aDG glyco act
> CSc1cccc(CN2CCN(Cc3ccc(F)c(F)c3)C(CCO)C2)c1 (centres undefined)
  11	2.2	2	-1	-4	100	4	-1	-4	0.2
> O=C(NCc1ccco1)c1ccc(Br)s1
  0	-1.5	6	2	-8	97	-12	0	-1	0.0
> C[C@H](CO)N1C[C@H](C)[C@H](CN(C)C(=O)Nc2cccc(Oc3ccccn3)c2)OCc2cnnn2CCCC1=O
  -7	1.4	1	8	-5	103	-3	0	2	0.1
> CCC1CCCCN1C(=O)C1CC(c2cc(Cl)c(OC)cc2OC)=NO1 (centres undefined)
  17	0.5	3	-2	-6	104	-3	2	-2	0.0
> O=c1[nH]cc(F)c(=O)[nH]1
  2	-0.7	8&16	0	-4	96	1	2	-2	0.1
> Cc1c(CN(C)C(=O)C2CCC(=O)N(Cc3ccccc3F)C2)[nH]c2ccccc12 (centres undefined)
  12	0.9	9	0	-5	99	1	0	-1	0.1
> O=C(NC1CCCC1)C(c1ccncc1)N(C(=O)c1csnn1)C1CCCC1 (centres undefined)
  -4	1.8	8	1	-8	105	-3	1	4	0.4
> CCN(CC(=O)Nc1ccccc1C(F)(F)F)C(=O)C1CSC2(C)CCC(=O)N12 (centres undefined)
  1	-0.1	8	1	.	100	6	2	-4	0.1
> COc1cc(Cn2nnc3ccccc32)ccc1O
  1	-1.9	-4	3	-2	102	-1	-2	3	0.0
> Cc1ccc(N2C(N)=NC(N)=NC2(C)C)c(C)c1
  6	-3.0	-9	2	-7	95	9	0	-4	-0.2
> COc1cc(/C=N/N2CCN(c3ccccc3)CC2)cc(OC)c1OC(C)=O
  -4	-0.1	4	2	-4	96	-1	3	0	0.8
> S=C(Nc1ccc(Cl)cc1Cl)N1CCOCC1
  -1	0.6	3	1	-3	101	-2	4	0	-0.3
> O=C(NCc1cccs1)C(NS(=O)(=O)c1cccc2nsnc12)c1ccccc1 (centres undefined)
  10	0.8	3	0	-4	91	15	1	4	-0.2
> CC(=O)Nc1c(Nc2ccccc2)c2ccccc2oc1=O
  8	1.1	8	0	-7	100	7	0	1	-0.4
> COc1ccc2cc(/C=N/NC(=O)c3ccc(CN(c4ccc(C)c(C)c4)S(C)(=O)=O)cc3)c(Cl)nc2c1
  10	-0.8	-10	9	-5	98	10	4	3	-0.1
> COCC(=O)Nc1ccccc1-c1ccccc1
  3	-1.6	11	10	-7	93	-3	4	8	-0.3
> Cc1cnc(CN(C)C(=O)C2CCC(=O)N(CCc3ccccc3)C2)[nH]1 (centres undefined)
  -6	2.7	8	-6	-12	99	0	-2	20*	-0.1
> Cc1ccc(C(=O)COC(=O)C(C)N2C(=O)C3C4CCC(C4)C3C2=O)cc1 (centres undefined)
  -1	-2.8	-3	-7	-11	100	0	2	-1	0.0
> CN(C)CCCN1c2ccccc2Sc2ccc(C(F)(F)F)cc21
  -3	0.5	-6	19	-5	103	-3	3	-8	0.0
> Cc1ccc(OCCSCc2nc3ccccc3[nH]2)cc1
  8	-2.4	-12	-18	-5	.	-23	-3	-4	1.1
> Cc1ccc(CN2CCN(CC(=O)NCc3ccc(Cl)cc3)C2=O)cc1
  11	1.8	8	-13	-2	97	6	-2	-3	1.0
> O=C(CSc1nnc(-c2cccs2)n1C1CC1)NCC1CCCO1 (centres undefined)
  5	-0.8	-5	3	-4	94	-12	3	4	0.1
> CC(C)(Oc1ccc(Cl)cc1)C(=O)NCCN1C(=O)S/C(=C/c2cccnc2)C1=O
  6	-1.5	-2	-10	-17	90	5	3	2	0.4
> CCCN(CCC)CCSc1nc(O)c(C(C)C)c(=O)[nH]1
  -2	-0.7	5	-2	-5	96	-9	1	-2	-0.2
> COc1ccc(OC)c(NC(=S)NCc2cccnc2)c1
  4	1.0	-1	4	-3	103	11	-4	-1	-0.1
> O=C(OCCN1C(=O)c2ccccc2C1=O)c1cc2ccccc2o1
  -8	2.7	7	0	-9	93	-5	0	5	0.0
> Fc1ccccc1CCNc1c2c(nc3ncnn13)CCCC2
  20	-2.7	-1	-19	-4	97	-3	-5	-5	1.8
> Cc1cc(C)c(S(=O)(=O)N2CCN(S(=O)(=O)N3CCCCCC3)CC2)c(C)c1
  -3	3.8	5	-1	-4	100	-12	-4	4	0.1
> Cc1ccc2cc(CN(CCCN(C)C)C(=S)NCc3ccccc3)c(=O)[nH]c2c1C
  -1	1.0	0	8	-16	89	7	3	-1	0.9
> O=C(c1cccc(NS(=O)(=O)c2ccccc2)c1)N1CCN(c2ccccc2)CC1
  9	-1.9	-15	1	-15	92	4	-1	6	-0.2
> CCOC(=O)C(CCc1nnc(N)s1)C(=O)OCC
  -5	1.4	2	2	-8	97	-7	1	-2	0.1
> O=C(CSc1ncnc2ccccc12)Nc1cccc(S(=O)(=O)N2CCCC2)c1
  10	-1.2	-10	-4	1	96	3	0	2	0.3
> CCC12CN3CCN(CC(C3)/C1=N\NC(=O)Nc1ccccc1)C2
  8	-0.8	14	5	-5	102	7	0	2	0.1
> C=C(C)Cn1c(-c2ccncc2)n[nH]c1=S
  6	-1.9	-3	1	-4	102	-4	3	4	0.1
> CCN(CC(=O)N1CCCCCC1)S(=O)(=O)c1ccc(C)cc1
  5	0.1	0	3	-20	100	-3	-1	-3	-0.1
> CN1CCN(/N=C/c2c3ccccc3c(Cl)c3ccccc23)CC1
  13	-1.4	4	1	-3	97	3	3	-6	0.4
> COc1ccc(N=C2S/C(=C\c3ccc(C)o3)C(=O)N2CC(C)C)cc1
  16	0.8	-6	-13	-3	104	-11	-1	1	-0.3
> Cc1cnc(C(=O)OCc2nc3ccccc3o2)cn1
  2	2.3	9	-1	-5	92	-4	0	-5	0.2
> Nc1cc(=O)n(Cc2ccco2)c(=S)[nH]1
  0	-2.5	7	6	-6	97	-6	2	3	0.1
> Cc1ccc(C)c(S(=O)(=O)N2CCCOC2CNC(=O)C(=O)NCc2ccccc2)c1 (centres undefined)
  14	2.8	-6	-7	-9	98	5	2	0	-0.2
> O=C(Nc1ccc(N2CCCC2)cc1)c1ccccc1F
  -3	-2.6	.	14	-8	114	1	-5	-2	-0.1
> NNC(=O)CC1=NNC(=O)C1
  -2	-2.3	-3	9	-6	105	0	2	7	0.5
> CC(C)N1C(=O)NC2NC(=O)N(C(C)C)C21 (centres undefined)
  .	.	-2	9	-10	92	.	2	-5	0.2
> NC(=O)c1nsc(C(=O)N(c2cccc(F)c2)C(C(=O)NCC2CCCO2)c2ccc3ncccc3c2)c1N (centres undefined)
  1	-0.9	5	20	-4	97	-7	0	6	0.1
> COc1ccc(S(=O)(=O)N2CCN(C)CC2c2ccccc2)cc1 (centres undefined)
  4	-1.6	.	3	-6	100	1	1	1	-0.1
> Cc1cccc(NC(=O)CCC2CCN(C(=O)C3CC=CCC3)CC2)c1 (centres undefined)
  9	-4.6	7	-3	-11	98	10	0	-2	1.3
> CCN(c1ccccc1)S(=O)(=O)c1ccc(Cl)c(NC(=O)CN(C)Cc2cccc(F)c2)c1
  9	-3.6	2	-14	-4	97	-3	-9	1	0.5
> N#CN=C1SCCS1
  8	-0.6	-8	1	0	91	-14	1	7	-0.2
> Cc1ccc(NC(=O)CSc2nnc(-c3ccncc3)n2C)cc1C
  3	-0.2	-5	-2	-4	96	-7	6	1	-0.2
> O=C(C1CC1)N1CCc2sccc2C1c1ccc(Cl)cc1 (centres undefined)
  16	-1.3	-17	2	-5	96	2	-6	-1	0.2
> O=C(O)c1ccc(CNC(=O)C23CC4CC(CC(C4)C2)C3)cc1
  5	-0.1	4	-1	-5	100	1	2	2	-0.1
> COc1ccccc1NC(=O)Cn1nnc(C(=O)NCCc2ccccc2)c1N
  -4	-0.7	-1	-3	-6	103	-2	-1	5	-0.4
> O=C(Nc1nnc(-c2ccc(Cl)cc2)o1)c1ccc(N2C(=O)CCC2=O)cc1
  0	-0.2	3	3	-4	81	-7	1	6	-0.1
> O=C(NC1CCCC1)C1C2C=CC(C2)C1C(=O)N1CCOCC1 (centres undefined)
  -3	-0.8	2	5	-5	98	5	-2	5	0.4
> COc1cccc(CCNC(=O)c2ccc(OC)c(OC3CCN(C(C)C)CC3)c2)c1
  15	-2.1	-4	6	-7	99	-7	-4	4	0.8
> O=C(N=C1N=C2C=CC=CN2Cc2ccccc21)c1ccc(S(=O)(=O)N2CCCC2)cc1
  4	-0.5	-3	12	-2	102	2	0	0	0.1
> CCN(CC)c1ccc(C(=O)OCC(=O)Nc2cccc(S(=O)(=O)NC3=NCCCCC3)c2)cc1
  20	-1.0	13	-11	-13	99	-5	-2	-3	0.0
> O=C(NNC(=O)c1c(F)cccc1F)c1ccccc1OC(F)(F)F
  2	-2.0	?	0	-4	95	-2	4	6	-0.1
> O=C1CN(C(=O)CNCc2ccccc2)c2ccccc2N1
  6	1.5	2	6	-18	101	-2	1	9	0.0
> CCOC(=O)C1=C(C)NC(SCC(N)=O)=C(C#N)C1c1ccccc1 (centres undefined)
  3	0.9	25	4	-5	96	5	-4	4	-0.1

# Next section.
# Results follow in this order: MC4R antag cAMP	MC4R ag barr	Vif imaging	H9c2 protect	CaV13 FRET inh	ABCB6 inh 2	PDI turbidity	Glyco luc inh	m5-HT2A agonist	aDG glyco act
> O=C(CSc1nnc(-c2cccnc2)s1)Nc1ccc(C(=O)O)cc1
  1	0.4	-10	4	-4	91	2	3	2	-0.1
> CSCC[C@@H](CO)NC(=O)[C@H]1O[C@@H](n2ccc(=O)[nH]c2=O)[C@H](O)[C@@H]1O
  .	.	-8	1	-6	94	.	0	-1	0.1
> CCOC(=O)CN1C(=O)N[C@@H](c2ccc(Br)cc2)C(C(=O)OC)=C1C
  4	-0.4	.	-1	-10	97	2	-1	-1	-0.2
> CC1(C)CC[C@]2(C(=O)O)CC[C@]3(CO)C(=CCC4[C@@]5(C)C[C@H](O)[C@H](O)[C@@](C)(C(=O)O)C5CC[C@]43C)[C@@H]2C1 (some centres undefined)
  3	1.4	-5	8	-13	102	-2	2	0	-0.3
> O=C(/C=C/c1cccc([N+](=O)[O-])c1)c1ccco1
  17	-2.8	-4	4	-4	101	-1	19	-4	-0.1
> Cc1ccc(C2(C)NC(=O)N(CC(=O)Nc3ccc4c(c3)OCO4)C2=O)cc1 (centres undefined)
  -3	-1.6	-1	2	-4	100	7	7	-3	-0.2
> CC(=O)OC[C@@H]1CN(Cc2ccccc2)C[C@H](n2cnc3c(NCc4ccc(F)cc4)ncnc32)O1
  -5	0.5	0	-5	-2	106	6	-1	-1	-0.1

# Screening results deposited in PubChem by several laboratories.
